Compound activity (PubChem)
3CLpro inhibitor: SARS-CoV 3CLpro protease inhibition | AID 1706 | inhibition, % at 6 µM | P0C6X7 | recombinant SARS-CoV 3CLpro, quenched FRET peptide cleavage | 0.14% of 290,000 active; in the data active = inhibition above about 12%
PfHsp40 rescue: rescue of PfHsp40-mediated yeast toxicity | S. cerevisiae expressing PfHsp40, growth rescue, ATP luminescence | growth rescue, % at 12.5 µM | 0.68% of 340,000 active | AID 504582; in the data active = growth rescue above about 28%, passing the limit was not always enough; inconclusive = no clear call, values can overlap the other calls;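 also: yeast W303a lacking pdr1 and pdr3 grown in galactose medium; growth measured after three days at 30 °C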
Anthrax LF inh2: inhibitors of Bacillus anthracis lethal factor protease; multiplex microsphere protease cleavage assay, LF; inhibition, % at 10 µM; 0.12% of 360,000 active; also: plate controls were buffer without enzyme for full effect and enzyme alone for no effect
BH1578 lux ind: induces V. cholerae light production without autoinducers; 0.16% of 350,000 active; V. cholerae BH1578 lux reporter, luminescence, 6 h; activation, % at 18.7 µM; in the data active = activation mostly above about 9.7%, no sharp cut-off; inconclusive = no clear call, values can overlap the other calls; inactive = mostly below about 3.7%; also: not every result past the cut was called active; inactives centre near 0; reference of the scale not given here
BoNT A protease: blocks Botulinum neurotoxin A light chain protease; inhibition, % at 10 µM; 0.17% of 360,000 active; multiplex microsphere protease substrate cleavage, flow cytometry; also: plate controls were buffer without enzyme for full effect and enzyme alone for no effect
TcdB GH inh: TcdB glycohydrolase inhibition; P18177; TcdB glycohydrolase enzymatic assay, plate reader; inhibition, % at 9.99 µM; 0.24% of 350,000 active; in the data active = inhibition above about 10%
Target sequence (P18177 whole entry, looked up): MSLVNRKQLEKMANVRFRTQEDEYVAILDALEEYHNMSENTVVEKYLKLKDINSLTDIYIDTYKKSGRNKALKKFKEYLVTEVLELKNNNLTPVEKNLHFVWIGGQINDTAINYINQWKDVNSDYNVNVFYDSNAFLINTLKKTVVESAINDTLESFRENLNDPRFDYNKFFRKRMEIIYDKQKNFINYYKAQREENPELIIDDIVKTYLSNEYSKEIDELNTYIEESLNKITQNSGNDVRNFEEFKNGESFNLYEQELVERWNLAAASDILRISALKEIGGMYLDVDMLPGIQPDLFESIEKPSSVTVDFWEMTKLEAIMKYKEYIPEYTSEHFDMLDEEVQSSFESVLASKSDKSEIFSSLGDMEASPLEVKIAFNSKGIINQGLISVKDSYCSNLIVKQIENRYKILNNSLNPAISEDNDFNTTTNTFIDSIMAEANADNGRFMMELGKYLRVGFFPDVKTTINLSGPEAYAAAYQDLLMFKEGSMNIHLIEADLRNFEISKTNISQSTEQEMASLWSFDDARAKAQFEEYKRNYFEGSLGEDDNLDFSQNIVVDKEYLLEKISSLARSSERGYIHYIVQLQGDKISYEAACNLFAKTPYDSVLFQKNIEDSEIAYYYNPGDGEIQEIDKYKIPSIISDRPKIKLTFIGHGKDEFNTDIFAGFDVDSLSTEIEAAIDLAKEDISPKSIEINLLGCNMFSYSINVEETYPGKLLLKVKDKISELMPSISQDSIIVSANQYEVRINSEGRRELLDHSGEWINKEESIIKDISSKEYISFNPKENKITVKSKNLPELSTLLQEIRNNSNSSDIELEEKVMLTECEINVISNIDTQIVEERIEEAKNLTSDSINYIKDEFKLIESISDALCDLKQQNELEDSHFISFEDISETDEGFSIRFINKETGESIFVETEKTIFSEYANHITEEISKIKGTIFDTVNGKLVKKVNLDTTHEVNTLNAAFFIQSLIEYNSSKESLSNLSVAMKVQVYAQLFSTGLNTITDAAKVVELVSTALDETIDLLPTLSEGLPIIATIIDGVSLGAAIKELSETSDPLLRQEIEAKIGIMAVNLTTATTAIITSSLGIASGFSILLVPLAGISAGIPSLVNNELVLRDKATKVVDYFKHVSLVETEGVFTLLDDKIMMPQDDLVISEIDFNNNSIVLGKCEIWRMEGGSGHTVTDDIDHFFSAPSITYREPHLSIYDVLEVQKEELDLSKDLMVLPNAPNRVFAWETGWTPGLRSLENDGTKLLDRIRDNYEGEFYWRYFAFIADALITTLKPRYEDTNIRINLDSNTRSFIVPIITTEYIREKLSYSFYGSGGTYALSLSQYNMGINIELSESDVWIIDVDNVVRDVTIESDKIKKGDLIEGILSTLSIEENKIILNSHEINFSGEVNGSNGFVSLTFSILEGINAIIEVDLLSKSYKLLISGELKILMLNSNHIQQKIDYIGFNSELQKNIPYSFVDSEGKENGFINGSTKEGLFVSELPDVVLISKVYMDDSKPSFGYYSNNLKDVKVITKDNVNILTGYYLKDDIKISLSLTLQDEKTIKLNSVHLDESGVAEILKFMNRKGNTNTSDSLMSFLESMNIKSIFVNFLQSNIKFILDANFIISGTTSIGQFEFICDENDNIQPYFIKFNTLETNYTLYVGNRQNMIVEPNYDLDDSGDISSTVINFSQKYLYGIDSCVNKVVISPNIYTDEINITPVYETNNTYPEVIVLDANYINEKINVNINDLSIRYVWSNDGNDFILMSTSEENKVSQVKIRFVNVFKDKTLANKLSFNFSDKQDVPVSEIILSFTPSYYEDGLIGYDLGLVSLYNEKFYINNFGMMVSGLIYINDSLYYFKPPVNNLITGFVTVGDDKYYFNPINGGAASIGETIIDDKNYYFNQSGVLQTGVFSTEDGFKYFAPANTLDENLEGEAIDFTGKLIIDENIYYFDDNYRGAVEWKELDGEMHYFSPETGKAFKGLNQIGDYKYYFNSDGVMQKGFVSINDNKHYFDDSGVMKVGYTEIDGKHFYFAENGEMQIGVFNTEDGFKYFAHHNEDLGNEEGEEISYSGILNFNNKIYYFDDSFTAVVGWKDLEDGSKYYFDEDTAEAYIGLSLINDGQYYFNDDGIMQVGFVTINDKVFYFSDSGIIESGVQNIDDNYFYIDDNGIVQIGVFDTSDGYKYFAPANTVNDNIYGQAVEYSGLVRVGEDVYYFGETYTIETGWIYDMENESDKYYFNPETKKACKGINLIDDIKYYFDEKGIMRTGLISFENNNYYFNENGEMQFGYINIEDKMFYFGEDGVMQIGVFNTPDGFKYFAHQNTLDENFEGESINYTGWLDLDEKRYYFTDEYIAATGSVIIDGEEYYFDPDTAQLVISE
Y pestis TopoI: Y. pestis Topo-I inhibition via cleavage products | Y. pestis Topo-I cleavage product accumulation, plate reader | activity, % at 10 µM | 0.064% of 360,000 active; in the data active = activity above about 50%, passing the limit was not always enough; inconclusive = no clear call, values can overlap the other calls; also: inactives centre near 2
SSB-PriA inh: K. pneumoniae PriA-SSBct interaction inhibition; AlphaScreen SSBct-PriA binding, biotinylated peptide; inhibition, % at 33 µM; 0.6% of 430,000 active; in the data active = inhibition mostly above about 37%, no sharp cut-off; inactive = mostly below about 20%;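 also: plate controls were negative control peptide for no effect and reference peptide for full effect; strong numbers were not always called active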
PrPC surface inh: inhibitors of human cell surface prion protein PrPC | P04156 | 0.43% of 370,000 active | inhibition, % at 13.8 µM | TR-FRET read-out; in the data active = inhibition above about 24%; also: 0% = median of the test wells and 100% = reference compound wells
Numbers without * were called inactive; i = inactive; ? = inconclusive; . = not tested or not shown. Rule as the data show it, unless noted: active = inhibition above about 30%; inconclusive = no clear call, values can overlap the other calls; inactive = below that. Some of the compounds tested. The share of hits here may be higher or lower than overall.

mol	3CLpro inhibitor	PfHsp40 rescue	Anthrax LF inh2	BH1578 lux ind	BoNT A protease	TcdB GH inh	Y pestis TopoI	SSB-PriA inh	PrPC surface inh
Cc1ccc(-c2nnn(CC(=O)N(c3ccc(F)cc3)C(C(=O)NC(C)(C)C)c3ccco3)n2)o1 (stereo unspecified)	-0.4	0.1	-2.0	-1.9	0.4	.	37.4	-22.5	2.5
O=C1[C@H]2[C@H](ON3CCCC[C@H]23)C(=O)N1c1ccc(Cl)cc1	1.2	-0.1	4.5	i	-0.3	-0.6	3.5	-8.5	2.9
COc1cccc(CNC(=O)CCNC(=O)c2ccccc2OC)c1	4.6	0.5	-4.8	-0.2	-3.0	1.1	-2.0	-5.5	2.5
Cc1cnc(NC(=O)CN2CCN(c3ccccc3F)CC2)s1	0.5	-1.0	0.1	-0.5	1.2	.	-7.5	4.7	-6.7
CCCC(=O)N1CCN(c2ccc(NC(=O)c3cccs3)cc2Cl)CC1	1.9	-0.7	-0.3	-0.2	0.3	1.5	-1.6	2.2	-6.2
Cn1cc(S(=O)(=O)c2ccccc2)c(=O)c2cc(Cl)ccc21	6.3	-1.2	-2.9	-2.6	-0.2	2.3	6.6	3.0	-3.1
CC(=O)c1cc2c(cc1NC(=O)CN1CCN(c3ccc(F)cc3)CC1)OCO2	1.5	-0.5	-6.9	-0.2	-0.6	.	17.0	0.2	5.0
COc1ccc(NC(=O)Cc2ccc(Cl)cc2)cc1NC(=O)c1ccco1	4.8	0.2	-8.7	-1.3	?	.	5.7	-5.0	3.4
Cc1ccc(C)c(NC(=O)CN(C)C(=O)c2oc3c(Cl)cccc3c2C)c1	.	0.4	0.7	-8.2	-4.7	-1.4	11.0	-0.7	0.1
CC(=O)/C(N=Nc1ccc(-n2ccc(C(F)(F)F)n2)cc1)=C(\C)O	1.8	-0.1	4.7	-1.0	-3.5	-2.2	8.5	.	6.5
COc1ccc(NC(=O)N(C2CCCCC2)C(C)c2ccco2)c(OC)c1 (stereo unspecified)	-1.4	11.2	-4.3	-0.5	-0.8	.	24.9	10.1	-2.1
CCOc1ccc(NC(C)=O)cc1N	.	-0.9	-11.5	i	-0.3	0.2	1.3	0.4	-1.1
O=C(Nc1ccc2cn[nH]c2c1)c1ccccc1F	2.4	-0.1	0.4	-0.1	-0.1	.	0.4	3.1	-7.0
CCCSc1cc(Cl)nc(N)n1	0.4	-0.3	-4.3	i	-0.2	1.5	-2.2	-10.5	1.4
C=C1CCN([C@@H](Cc2ccccc2)C(=O)NCc2ccccc2)S(=O)(=O)c2ccccc21	.	2.3	-0.1	i	0.8	1.7	35.4	-26.8	7.5
CN(CC(=O)N1CCN(c2cccc(Cl)c2)CC1)S(=O)(=O)c1cnc[nH]1	-3.5	-0.5	-2.9	i	-0.7	.	-8.3	-5.0	1.2
COc1ccc(C)cc1S(=O)(=O)Nc1cccc(Cl)c1	2.3	0.1	-2.0	-0.4	-0.4	.	2.7	-9.4	5.1
COc1ccc(NC(=O)CN(C)C(=O)c2ccc(N3CCCCC3)c([N+](=O)[O-])c2)cc1	.	1.0	-3.5	-1.2	2.5	0.9	10.7	10.2	-16.5
O=C(c1cccc(S(=O)(=O)Nc2cccc(C(F)(F)F)c2)c1)N1CCCCC1	3.4	-0.6	-2.0	-2.7	-0.2	1.8	-6.2	-7.6	5.6
CCCCC(NS(=O)(=O)c1ccc(C)cc1)C(=O)Oc1ccc2c3c(c(=O)oc2c1)CCC3 (stereo unspecified)	3.2	-0.7	-6.2	-0.4	-0.5	2.2	3.7	-3.5	6.6
CC1Cc2cc(S(=O)(=O)N3CCC(C(N)=O)CC3)ccc2N1C(=O)C1CC1 (stereo unspecified)	-0.9	1.2	2.6	-0.9	-0.9	1.0	-0.8	-1.2	6.7
Cc1cccn2c(=O)nc(SCC(=O)Nc3cccc4ccccc34)nc12	.	1.0	?	1.9	?	-0.5	8.0	-2.7	3.4
O=C(N/N=C/c1sc(=O)n(Cc2ccc(Br)cc2)c1Cl)c1ccco1	4.2	-0.6	-2.4	4.3	1.2	0.2	0.7	.	-5.2
Cc1ccc(S(=O)(=O)N2CCN(S(=O)(=O)c3ccc(C)cc3)C2)cc1	3.4	1.0	2.8	-3.0	-0.5	.	6.3	-5.6	1.2
CNC(=O)c1ccccc1S(=O)c1ccccc1COC(C)=O (stereo unspecified)	-4.4	-0.7	-0.6	i	-0.1	0.5	0.7	0.3	-0.7

Three of these compounds in another layout.
> COc1ccc(C)cc1S(=O)(=O)Nc1cccc(Cl)c1
  3CLpro inhibitor: 2.3
  PfHsp40 rescue: 0.1
  Anthrax LF inh2: -2.0
  BH1578 lux ind: -0.4
  BoNT A protease: -0.4
  TcdB GH inh: .
  Y pestis TopoI: 2.7
  SSB-PriA inh: -9.4
  PrPC surface inh: 5.1
> COc1ccc(NC(=O)CN(C)C(=O)c2ccc(N3CCCCC3)c([N+](=O)[O-])c2)cc1
  3CLpro inhibitor: .
  PfHsp40 rescue: 1.0
  Anthrax LF inh2: -3.5
  BH1578 lux ind: -1.2
  BoNT A protease: 2.5
  TcdB GH inh: 0.9
  Y pestis TopoI: 10.7
  SSB-PriA inh: 10.2
  PrPC surface inh: -16.5
> O=C(c1cccc(S(=O)(=O)Nc2cccc(C(F)(F)F)c2)c1)N1CCCCC1
  3CLpro inhibitor: 3.4
  PfHsp40 rescue: -0.6
  Anthrax LF inh2: -2.0
  BH1578 lux ind: -2.7
  BoNT A protease: -0.2
  TcdB GH inh: 1.8
  Y pestis TopoI: -6.2
  SSB-PriA inh: -7.6
  PrPC surface inh: 5.6

New compounds follow:
mol	3CLpro inhibitor	PfHsp40 rescue	Anthrax LF inh2	BH1578 lux ind	BoNT A protease	TcdB GH inh	Y pestis TopoI	SSB-PriA inh	PrPC surface inh
C#CCOCCOCCOCCNc1nc(N2CCN(C(=O)[C@H](CCC(=O)O)n3cc([C@@H](N)[C@H](C)CC)nn3)CC2)nc(N2CCN(C(=O)[C@H](CCCCN)n3cc([C@@H](N)CC(N)=O)nn3)CC2)n1	.	-0.8	-5.8	i	-0.6	-11.6	-5.0	-2.8	10.4
COc1ccc(C/C(C)=N/NC(=O)C2COc3ccccc3O2)cc1 (stereo unspecified)	-0.6	-1.0	0.5	i	0.5	.	4.0	.	8.9
COc1ccc(/C=C2\SC(=O)N(CCn3cnnn3)C2=O)cc1	3.4	-0.1	0.6	1.4	-0.4	1.0	-4.7	-3.9	0.5
CCC(O)C1CCN(Cc2cn(-c3ccc(OC)cc3)nc2-c2cccc(F)c2)CC1 (stereo unspecified)	-0.3	0.0	-5.2	-1.3	-0.5	0.4	4.0	4.6	-14.9
COC(=O)c1ccc(OCC(O)Cn2nnc3ccccc32)cc1 (stereo unspecified)	-0.1	-2.4	-4.4	-0.9	-1.3	1.0	9.5	0.4	2.4
Cc1ccc(CN(C)C(=O)C2CCC(=O)N(C3CCCCCC3)C2)cc1 (stereo unspecified)	-1.9	1.2	0.2	-0.3	1.1	1.2	25.2	-3.5	1.9
C=CCn1nc2ccccc2c1OCCO	.	0.7	-1.7	-0.4	0.1	1.4	-7.8	-9.1	-8.8
O=C(O)c1ccc(-c2cccc(-c3nn4c(=O)cc(N5CCNCC5)nc4s3)c2)cc1	.	.	2.0	-2.0	-0.1	0.3	28.8	.	7.8
COc1ccc(/C=N/n2cnnc2SCCO)cc1OC	-0.6	0.0	0.6	0.1	-0.5	.	0.4	.	-2.5
O=C(Nc1cccc(S(=O)(=O)Nc2ccccc2F)c1)c1ccco1	.	-0.3	0.9	i	-0.7	0.2	2.4	-10.7	-3.0
Cc1coc2c1c(C)cc1oc(=O)c(CC(=O)NCC(=O)O)c(C)c12	-0.9	-1.0	6.8	i	0.6	0.1	11.0	-1.3	9.0
CC(=O)N1CCN(Cc2nc3cc(NC(=O)C4CCCCC4)ccc3n2C)CC1	-6.5	0.5	2.2	4.2	?	.	2.4	-18.8	4.2
C/C(=C\c1ccccc1)CN1CCC(C(=O)N2CCC(C)CC2)CC1	-0.1	0.3	-3.0	-0.5	0.1	.	10.4	-21.2	-7.7
CCn1c(-c2nn(-c3ccc(C)cc3)ccc2=O)n[nH]c1=S	3.3	-0.8	-5.6	-0.7	0.4	3.4	2.8	-2.7	0.9
O=C(Nc1sc2c(c1C(=O)O)CCCC2)c1ccccc1Cl	3.5	-1.3	6.6	-0.2	0.1	0.1	-5.5	-1.4	-9.3
COc1ccc(Br)cc1C(=O)Nc1cccc(C)c1	-1.6	-1.5	-1.2	i	0.4	.	-6.5	-23.5	-0.9
Cc1ccc(-c2nnn(CC(=O)N(c3cnc4ccccc4c3)C(C(=O)NC3CCCC3)c3ccncc3)n2)o1 (stereo unspecified)	5.4	-0.4	-4.4	i	-0.7	-0.9	-1.1	-21.2	-1.3
O=c1c2ccccc2ncn1CCOc1ccccc1[N+](=O)[O-]	5.7	1.0	1.2	-0.6	0.3	1.7	-1.2	-16.4	-4.2
CCOc1ccc(-n2c(SCC)nc3c(c2=O)SCC3)cc1	-1.8	-0.7	-0.8	-0.6	-0.8	.	5.9	1.1	-1.9
Cc1cc2cc(C)c(SCC(=O)NCc3ccco3)nc2cc1C	0.9	-0.2	-1.1	-0.2	0.1	0.0	20.9	-12.9	-2.7
C=CCC(c1ccccc1)N(C(C)=O)c1ccco1 (stereo unspecified)	0.3	-0.9	-5.8	-0.3	-0.2	-0.2	9.6	-6.8	-2.0
CCOc1ccccc1C=NNC(=O)c1cccc2ccccc12	.	0.5	-5.7	i	-0.8	-0.2	11.7	-1.0	-2.8
COc1ccc(OCc2n[nH]c(=S)n2Cc2ccco2)cc1	-1.8	-0.5	2.9	i	-0.4	3.3	2.1	-3.7	0.0
COc1ncnc2c1ncn2CCCN(CCCc1ccccc1)CCCn1cnc2c(OC)ncnc21	.	.	2.8	-0.5	0.0	1.0	24.9	.	-4.9
O=c1cnnc(N/N=C/c2ccccn2)[nH]1	-0.1	?	-4.8	i	-3.5	1.0	-1.7	.	19.4

(next part)
mol	3CLpro inhibitor	PfHsp40 rescue	Anthrax LF inh2	BH1578 lux ind	BoNT A protease	TcdB GH inh	Y pestis TopoI	SSB-PriA inh	PrPC surface inh
CCOC(=O)c1ccc(CNC(=O)Cn2nnc(-c3ccc(C)cc3)n2)o1	1.2	0.0	-2.1	-6.2	-0.5	.	8.4	-12.0	-5.9
N/C(=C/C(=O)c1ccccc1O)C(F)(F)F	1.3	-0.6	-1.8	-0.3	-0.7	.	-5.0	-15.7	.
Cc1cccc2c(C(=O)N3CCN(C(=O)c4ccco4)CC3)cc(-c3cccc(Br)c3)nc12	5.6	2.6	-2.1	-0.8	0.1	0.9	-0.3	5.2	4.8
O=C(Cn1cc2c(n1)CCCC2)NCCCN1CCN(c2ccccc2F)CC1	-4.8	-0.2	-16.3	-0.2	-3.9	1.1	2.3	3.0	-6.6
O=C(c1cn(-c2ccccc2)nc1-c1ccc(F)cc1)N1CCCCC1	-5.5	6.0	-0.3	-0.2	-0.5	2.0	21.8	0.6	1.5
NC(=O)CC(NC(=O)Cc1ccc(Br)cc1)c1ccc(NC2CCN(Cc3ccccc3)CC2)c([N+](=O)[O-])c1 (stereo unspecified)	1.6	0.5	0.2	-0.2	-0.2	-7.2	16.8	37.6	-18.6
